Screening results deposited in PubChem BioAssay by Broad Institute.
Casp6 inh: inhibitors of human caspase-6; 350,000 tested, 0.53% active; inhibition, % at 12.5 µM; P55212; purified caspase-6, Z-VEID-R110 cleavage fluorescence;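 active = mean inhibition across replicates at least about 35%, with every replicate also reaching that limit, limit read from the data; inconclusive = only one of the two criteria met; inactive = neither criterion met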;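 note: 0% = median of neutral control wells and 100% = no fluorescence left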
SIRT5 block: inhibitors of human sirtuin-5 desuccinylase | Purified SirT5, succinyl-peptide AMC, trypsin-coupled fluorescence | 330,000 tested, 1.1% active | inhibition, % at 15 µM; in the data active = inhibition above about 15%; inconclusive = no clear call, values can overlap the other calls
ERAP1 HTS inh: blocks human ERAP1 aminopeptidase activity; Q9NZ08; recombinant ERAP1, Leu-AMC fluorescence, 60 min; inhibition, % at 10.7 µM; 340,000 tested, 0.15% active;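 active = mean replicate inhibition of at least 30%, or all replicates individually reaching that 30% level; inactive = mean below 30% and not every replicate reaching it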;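 note: 0% = neutral control wells and 100% = L-leucinethiol positive control wells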
Target sequence (Q9NZ08 whole entry, looked up): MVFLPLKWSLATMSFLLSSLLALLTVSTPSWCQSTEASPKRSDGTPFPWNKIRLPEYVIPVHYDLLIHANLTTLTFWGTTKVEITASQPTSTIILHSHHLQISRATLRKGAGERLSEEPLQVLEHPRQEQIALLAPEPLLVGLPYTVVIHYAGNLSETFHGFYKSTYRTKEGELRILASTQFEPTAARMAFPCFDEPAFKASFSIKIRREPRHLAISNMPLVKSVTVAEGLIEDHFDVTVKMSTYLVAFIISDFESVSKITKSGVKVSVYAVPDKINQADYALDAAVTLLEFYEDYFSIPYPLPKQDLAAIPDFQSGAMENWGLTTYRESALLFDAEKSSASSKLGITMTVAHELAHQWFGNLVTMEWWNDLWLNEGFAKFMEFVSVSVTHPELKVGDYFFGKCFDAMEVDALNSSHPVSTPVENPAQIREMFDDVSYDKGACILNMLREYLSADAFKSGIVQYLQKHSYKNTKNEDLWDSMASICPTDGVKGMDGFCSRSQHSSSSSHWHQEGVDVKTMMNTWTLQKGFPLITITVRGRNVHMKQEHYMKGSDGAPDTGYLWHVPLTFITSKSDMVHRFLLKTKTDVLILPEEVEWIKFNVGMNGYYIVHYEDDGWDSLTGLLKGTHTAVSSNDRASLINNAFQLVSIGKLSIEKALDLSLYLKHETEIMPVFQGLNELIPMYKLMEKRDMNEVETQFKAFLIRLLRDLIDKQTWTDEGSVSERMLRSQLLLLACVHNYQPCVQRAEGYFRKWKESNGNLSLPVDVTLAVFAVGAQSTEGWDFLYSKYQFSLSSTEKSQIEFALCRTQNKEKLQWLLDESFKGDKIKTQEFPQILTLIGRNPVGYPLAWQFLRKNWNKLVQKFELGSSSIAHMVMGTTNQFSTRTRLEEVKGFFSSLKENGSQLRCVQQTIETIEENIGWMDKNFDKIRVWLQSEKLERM
miR-122 sensor: blocks miR-122 activity in Huh7 sensor cells. Huh7 miR-122 Renilla luciferase sensor, 48 h; neutral wells = 0, positive control = 100. activation (reporter increase), % at 12.5 µM. 340,000 tested, 0.3% active. AID 602342;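 active = mean replicate activation score at least 90 and every replicate individually at or above 90; inconclusive = only one of the two criteria met; inactive = neither criterion met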;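 note: higher luciferase means less miR-122 activity so hits act as miR-122 inhibitors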
CFTR F508del cor: CFTR F508del correction in bronchial cells; CFBE cells, YFP halide quenching; stimulated with forskolin plus potentiator P3; % fluorescence drop versus neutral controls; activity (quench increase), % at 7.58 µM; 350,000 tested, 0.36% active; AID 720511;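 active = mean added fluorescence quench of at least 8% versus neutral control, with both replicates also reaching 8%; inconclusive = only one of the mean or replicate conditions met; inactive = mean below 8% and not both replicates reaching 8%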;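 note: cells transiently co-express mutant CFTR-F508del with the halide-sensitive YFP; corrector assay measuring rescue of mutant channel to the surface after 24 h compound exposure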
DENV2 CPE: protects cells from dengue virus 2 cytopathic effect | DENV2-infected cells, cytopathic effect rescue, plate reader | CPE inhibition, % at 9.99 µM | 350,000 tested, 1.7% active; in the data active = CPE inhibition above about 20%, passing the limit was not always enough; inconclusive = no clear call, values can overlap the other calls; tested in BHK-21 cells;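 note: 0% = median of neutral control wells and 100% = median of positive control wells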
ERp5 inh: blocks human ERp5 reductase activity on insulin. inhibition, % at 9.99 µM. Q15084. 350,000 tested, 0.05% active. ERp5 insulin aggregation, absorbance 650 nm, 90 min;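 active = mean replicate inhibition above about 25%, with every replicate also reaching it, limit read from the data, passing the limit was not always enough; inconclusive = only one of those two criteria met; inactive = neither criterion met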
* hit, by the source's call; ? = inconclusive; / = not tested or not shown; & = joins results of further samples; [ ] = dose if it differs, or a comment.

Order of values – ERp5 inh	SIRT5 block	Casp6 inh	miR-122 sensor	ERAP1 HTS inh	CFTR F508del cor	DENV2 CPE
C[C@@H]1CN([C@H](C)CO)C(=O)c2cccc(NC(=O)Nc3ccccc3)c2O[C@H]1CN(C)C(=O)Nc1cccc2ccccc12
→ -2	-1	3	-11[16.7 µM]	2	-2.9	10
Nc1ccc2ccccc2c1C(=O)c1ccccc1
→ -1	/	8	2	-5	-0.3	57*
C[C@H](CO)N1C[C@H](C)[C@@H](CN(C)C)Oc2cc(-c3cncnc3)ccc2S1(=O)=O
→ 3	-2	-1	2[16.7 µM]	0	0.7	1
CN(C)NC(=O)c1csnc1-c1c(Cl)cccc1Cl
→ 2	0	-9	/	0	-1.7	15
CC(=O)Nc1ccc(S(=O)(=O)Nc2nnc(CC(C)(C)C)s2)cc1
→ 4	-4	-2	/	0	-3.0	-8
COc1ccc(C(C)(NC(C)=O)c2nc(-c3cccc(C#N)c3)cs2)cc1 (configuration not stated)
→ 2	1	3	/	-3	-0.3	-7
CCOC(=O)C(Cc1ccccc1)NC(=O)CCC(=O)c1ccc(OC)cc1 (configuration not stated)
→ 3	-6	6	14	-3	-1.4	-1
COc1ccc(Cc2c(-c3ccc(F)cc3)nc3ccc(Cl)cn23)c(C)c1
→ -4	0	13	-4	-2	1.6	7
COc1ccc(-c2nnc(NC(=O)c3ccc(F)cc3)o2)cc1
→ -2	/	-6	0	1	0.6	2
CC1CCCC/C1=N\NC(=S)Nc1cccnc1 (configuration not stated)
→ -3	-2	-2	-1	9	-3.1	1
CCCN1C[C@H](C)[C@H](OC)CN(C)C(=O)c2cc(NS(=O)(=O)c3ccccc3)ccc2OC[C@H]1C
→ 2	-6	/	/	/	-1.6	6
CO[C@H]1CN(C)C(=O)c2ccc(NC(=O)c3ccccc3)cc2OC[C@@H](C)N(C)C[C@@H]1C
→ ?	-8	0	1[16.7 µM]	0	/	-2
C[C@@H]1CN([C@H](C)CO)C(=O)Cc2cc(NS(=O)(=O)c3ccccc3)ccc2O[C@@H]1CN(C)Cc1ccc(C(=O)O)cc1
→ -7	-8	0	10[16.7 µM]	-4	1.8	7
Cc1noc(C)c1NC(=O)Nc1cccc2c1O[C@@H](CN(C)S(=O)(=O)c1ccc(F)cc1)[C@H](C)CN([C@H](C)CO)C2=O
→ 11	2	-2	6[16.7 µM]	2	-0.2	-4
COc1ccc(CC(NC(C)=O)C(=O)N2CCN(C(=O)N(C(C)C)C(C)C)CC2)cc1 (configuration not stated)
→ -3	1	1	-38	-1	0.0	-3
Cn1c(=O)n(C)c2cc(/C=N/NC(=O)c3ccc(Cl)cc3)ccc21
→ 2	-1	1	0	14	-1.6	-4
CCCCN1C(=O)CC(SC2CC(=O)N(CCCC)C2=O)C1=O (configuration not stated)
→ -20	/	1	-2	0	-1.1	1
Cc1noc(C)c1S(=O)(=O)Nc1ccc2c(c1)C(=O)N([C@H](C)CO)C[C@H](C)[C@H](CN(C)S(=O)(=O)c1cn(C)cn1)O2
→ -5	-1	2	-2[16.7 µM]	1	-0.3	-6
CCCCNc1nc2ccccc2n1CC(=O)Nc1ccc2c(c1)OCCO2
→ -1	-3	2	/	18	0.3	-3
CCCC(=O)Nc1c2c(nn1-c1cccc(Cl)c1)CS(=O)(=O)C2
→ 2	-3	0	1	2	-2.0	-2
C[C@@H]1CCCCO[C@@H](CN(C)Cc2ccccc2)[C@H](C)CN([C@@H](C)CO)C(=O)c2cc(NC(=O)Nc3ccc(F)cc3)ccc2O1
→ 0	6	1	-8[16.7 µM]	3	-0.4	-4
O=C(NCC[C@@H]1CC[C@@H](NC(=O)c2cnccn2)[C@@H](CO)O1)c1ccc2c(c1)OCO2
→ -4&-6	-3&0	-1&1	/	-2	0.9&-4.5	8&-7
CCOC(=O)C1CCN(C(=O)c2[nH]c(C(F)(F)F)nc2-c2ccccc2)CC1
→ -2	-2	-3	43	1	3.7	5
CSc1ncnc2c1ncn2CCCNCCCN1CCCC1=O
→ 2	0	10	-4	1	3.0	8
O=C(O)c1ccc(N=Cc2c(O)ccc3oc4c(c23)CCCC4)cc1
→ -9	3	1	/	1	1.6	4
CN1CCN(NC(=S)Nc2ccc(OC(F)F)cc2)CC1
→ -15	9	-3	/	-4	-1.6	-2
O=C(O)CCc1ccc(-c2cccs2)n1CC(=O)Nc1ccccc1C(F)(F)F
→ 3	0	1	-1	-2	0.3	3
Cc1ccc(-c2nn(C)c(=O)c3ccccc23)cc1S(=O)(=O)N1CCCC1
→ -9	0	3	15	3	3.0	-3
CCOc1ccc(CCNC(=O)CCS(=O)(=O)c2ccc(Cl)cc2)cc1OCC
→ 1	3	2	-5	1	0.2	3
O=c1c(N=Nc2ccccc2)c[nH]n1-c1ccccc1
→ 8	3	-1	0	-1	-0.9	-2
CC12CCC(=O)N1C(C(=O)N1CCN(S(=O)(=O)c3cccc(Cl)c3)CC1)CS2 (configuration not stated)
→ 3	-1	0	2	2	3.4	0
Cc1cccc(OC(=O)Nc2ccc(C(=O)O)c(O)c2)c1
→ -12	35*	13	-19	-35	-2.6	14
O=C(O)c1ccc(CN(c2ccccc2)S(=O)(=O)c2ccccc2)cc1
→ -22	-2	-1	-4	1	0.9	2
O=C(NCc1ccco1)c1ccc2c(c1)OCCO2
→ -2	-10	-1	-1	4	3.6	1
CC(=O)c1cccc(OCC(O)CNCC2CCCCC2)c1 (configuration not stated)
→ 2	1	-6	-2	-2	-3.5	5
COCC#Cc1cnc2c(c1)C(=O)N([C@H](C)CO)C[C@@H](C)[C@H](CN(C)C(=O)C1CCC1)O2
→ 15	1	0	-5[16.7 µM]	0	2.9	-1
CC1CCN(S(=O)(=O)c2ccc(S(=O)(=O)N3CCCC3)cc2)CC1
→ -3	-7	-3	-7	-1	0.8	-2
O=C1c2cccnc2C(Nc2cccc(F)c2)N1Cc1ccco1 (configuration not stated)
→ -5	2	4	13	-1	-1.9	20
Cc1ccc(NC(=O)CCc2nnc3ccc(N4CCC5(CC4)OCCO5)nn23)cc1F
→ -5	-5	5	-9	-3	-4.1	20
CC(C)CCOc1ccc(C(=O)NCC(c2cccs2)N2CCOCC2)cc1 (configuration not stated)
→ 5	-3	2	1	-2	0.4	3
C[C@@H]1CN([C@H](C)CO)C(=O)Cc2cc(NC(=O)Nc3ccc(C(F)(F)F)cc3)ccc2O[C@H]1CN(C)C(=O)Nc1ccc(C(F)(F)F)cc1
→ -4	1	0	-5[16.7 µM]	-1	-1.5	-2
Cc1cccc(-c2noc(CCC(=O)NC3CCCC3)n2)c1
→ 9	-3	-2	/	1	-1.9	5
CCC(=O)Nc1ccc2c(c1)C(=O)N(C)C[C@@H](OC)[C@H](C)CN(Cc1ccccc1OC)[C@@H](C)CO2
→ 1	1	-1	1[16.7 µM]	1	/	3
C[C@@H]1CN([C@H](C)CO)C(=O)CCCn2nncc2CO[C@@H]1CN(C)C(=O)OCc1ccccc1
→ 3&1&-2	7&-11&-2	-5&-1&1	-2	-1&1&3	-1.2&0.6&0.3	-8&-4&7
COc1cc(OC)cc(-c2nnc(NC(=O)c3ccc4c(c3)OCCO4)o2)c1
→ 9	-2	0	-9	-1	0.4	?
CSc1nnc2c(=O)[nH]c(=O)n(C)c2n1
→ -7	-1	-1	1	2	0.6	4
COc1cc(/C=N/NC(=O)c2cn(-c3cccc(C)n3)cn2)ccc1O
→ 0	1	-1	-4	0	-2.2	/
C[C@H]1CN(S(=O)C(C)(C)C)[C@@H](CCO)/C1=C\CCO (some centres not stated)
→ -2	-5	-2	-2	-1	1.5	-8
Cc1cccc(N(C)S(=O)(=O)c2c[nH]c3ccc([N+](=O)[O-])cc23)c1
→ 1	-1	12	46	-5	-1.5	1
O=C(CCS(=O)(=O)c1ccccc1)N1CCN(c2ccccc2F)CC1
→ -3	-2	-1	/	-4	-2.7	7
Cc1noc(C)c1C(=O)Nc1nc(-c2cc(F)ccc2F)cs1
→ 3	-1	-1	/	0	-0.1	4
Cc1nnc(SCC(=O)Nc2cc(-c3cc(C)c(C)cc3C)nn2-c2ccccc2)s1
→ 4	-2	-1	/	0	0.3	3
CN(C)CC(=O)N1[C@H](CO)[C@H](c2ccccc2-c2ccc(C(=O)N(C)C)cc2)[C@@H]1C#N
→ -3	1	-1	/	0	3.8	0
CC(=O)N1N=C(c2cccc(O)c2)CC1c1cccs1 (configuration not stated)
→ 1	0	2	-4	1	0.6	0
CCNC(=O)c1ccc(C23CC4CC(CC(C4)C2)C3)o1
→ 3	1	-3	1	-1	-1.4	2
OC(c1cc(F)cc(Cl)c1)c1ncc(-c2ccccc2Cl)[nH]1 (configuration not stated)
→ -5	0	4	13	0	-0.5	0
COc1ccc(CNC(=S)NC2CCCC2)cc1
→ -2	-5	-1	8	5	/	2
OCc1nnn(-c2ccccc2)c1CO
→ 0	-4	2	-3	1	0.3	-5
CCCc1cn(CC[C@H]2CC[C@H](NC(=O)C3CCCC3)[C@@H](CO)O2)nn1
→ -1	0	0	1[16.7 µM]	2	-3.1	13
C=CC[C@@H](Cc1ccc(F)cc1)C(=O)OC[C@H]1CCCN1C(=O)[C@@H](CC=C)CC(=O)N(CCO)Cc1ccccc1
→ -1	/	3	/	-1	-5.1	5

Other results.
Order of values – ERp5 inh	SIRT5 block	Casp6 inh	miR-122 sensor	ERAP1 HTS inh	CFTR F508del cor	DENV2 CPE
O=C(NNC(=O)C(c1ccccc1)c1ccccc1)c1ccccn1
→ -1	-2	-6	/	2	3.1	1
CC(C)(C)NC(=O)C(c1ccc(F)cc1)N(CC1CCCO1)C(=O)c1csnn1 (configuration not stated)
→ 5	-1	/	/	2	-2.2	3
COc1cc(C=NNc2ccc(S(=O)(=O)Nc3ccccc3C(=O)O)cc2[N+](=O)[O-])ccc1O
→ -16	22*	25	-5	-72	0.8	3
C[C@H](CO)N1C[C@H](C)[C@H](CN(C)Cc2ccc(Cl)c(Cl)c2)Oc2ccc(NC(=O)CCC(F)(F)F)cc2CC1=O
→ -1	4	1	0[16.7 µM]	1	1.3	-3
COc1ccc(CNC(=O)C[C@@H]2CC[C@@H](NC(=O)Nc3ccc4c(c3)OCO4)[C@@H](CO)O2)cc1
→ 3	2	0	/	2	1.6	-10
CCCCn1c(N)c(N(CC)C(=O)C2=COCCO2)c(=O)[nH]c1=O
→ -1	3	-2	-1	2	0.6	2
O=C(NCC(c1ccco1)N1CCc2ccccc2C1)c1ccccc1Cl (configuration not stated)
→ -9	0	0	-3	-1	0.4	-4

Of the compounds above, these contain a cyano group:
Order of values – ERp5 inh	SIRT5 block	Casp6 inh	miR-122 sensor	ERAP1 HTS inh	CFTR F508del cor	DENV2 CPE
COc1ccc(C(C)(NC(C)=O)c2nc(-c3cccc(C#N)c3)cs2)cc1 (configuration not stated)
→ 2	1	3	/	-3	-0.3	-7
CN(C)CC(=O)N1[C@H](CO)[C@H](c2ccccc2-c2ccc(C(=O)N(C)C)cc2)[C@@H]1C#N
→ -3	1	-1	/	0	3.8	0
